High-throughput results as filed in PubChem BioAssay.
miR122 inh: inhibitors of miR-122 in Huh7 cells. activation (reporter increase), % at 12.5 µM. 0.3% of 340,000 active. Huh7 miR-122 Renilla luciferase sensor, 48 h; neutral wells = 0, positive control = 100. AID 602342;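 active means mean replicate activation score at least 90 and every replicate individually at or above 90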;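 further: higher luciferase means less miR-122 activity so hits act as miR-122 inhibitors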
Starred values were filed as active, the others as inactive. These rows are one share of the data, so the mix of outcomes need not match the whole.

molecule | miR122 inh
Cc1nc(-c2cccc(S(=O)(=O)N3CC(C)OC(C)C3)c2)cs1 (configuration not stated) | 3
CC1C/C(=N/O)C(C)CN1 (configuration not stated) | 4
CC(C)(C)NC(=O)NC(=O)COC(=O)CCC1CCCCC1 | -15
CC(C)C(C(=O)NC1CCCCC1)N(CC1CCCO1)C(=O)CNS(=O)(=O)c1ccc(F)cc1 (configuration not stated) | -6
COC(=O)c1cc(S(=O)(=O)N2CCN(C3CCCCC3)CC2)c[nH]1 | 1
O=C(CS(=O)CC(=O)N(CC(=O)NC1CCCC1)C1CCCCC1)Nc1ccc(F)cc1 (configuration not stated) | -3
CCOC(=O)C1CCN(C(c2ccccn2)c2c(C)[nH]c3ccccc23)CC1 (configuration not stated) | -13
O=C(/C=C/c1ccccc1)NC(=S)Nc1ccccc1C(=O)NC1CCCCC1 | 5
O=C1OCCN1C(=O)[C@H]1[C@H](c2ccccc2)C(c2cccc(Cl)c2)=NN1c1ccccc1 | -3
Cc1ccc(S(=O)(=O)c2nc(S(C)(=O)=O)sc2NCC2CCCO2)cc1 (configuration not stated) | 7
CCn1c(NCc2ccc(N(C)C)cc2)nc2ccccc21 | 1
OCC(CO)(CO)NCC(O)CN1c2ccccc2Sc2ccccc21 (configuration not stated) | 3
Clc1ccc(OCCSCc2nc3ccccc3[nH]2)cc1 | -2
CC1Cc2ccccc2N1S(=O)(=O)c1cccc(C(=O)OCC(=O)NC2CCS(=O)(=O)C2)c1 (configuration not stated) | -7
C=CCOC(=O)Nc1c(C(=O)OC)[nH]c2ccc(Cl)cc12 | -4
COc1cccc(-c2nn(-c3ccccc3)cc2C(=O)O)c1 | -3
COc1ccc(S(=O)(=O)N2CCC(C(=O)c3ccc4c(c3)OCCO4)CC2)cc1 | -4
O=C(O)C(Oc1ccc2c3c(c(=O)oc2c1)CCC3)c1ccccc1 (configuration not stated) | -6
Cc1cc(C)c(S(=O)(=O)N2CCN=C2c2ccccc2)cc1C | 100*
CN1CCN(c2ccc(NC(=O)c3ccccc3Br)cc2)CC1 | -3
CCn1c(=Nc2ccc(N3CCOCC3)cc2)ccc2ccccc21 | 7
O=c1oc2ccccc2c(N2CCCCC2)c1CN1CCCCC1 | -6
CCC(=O)NCCc1nc2ccccc2n1Cc1ccc(C)cc1 | 0
CNc1cc(CS(=O)c2ccccc2)nc(-c2ccccc2)n1 (configuration not stated) | 3
CCOc1cc(NC(=S)NCc2ccco2)c(OCC)cc1NC(C)=O | 14
COc1ccccc1N1CCN(C(=O)C(C)N(c2ccc(C)cc2)S(C)(=O)=O)CC1 (configuration not stated) | -7
Cc1ccc(CC2CC(=O)N(c3nc4ccccc4n3C)C2=O)cc1 (configuration not stated) | -4
COC(=O)c1cc2n(n1)CCN(Cc1ccccc1F)C2=O | -1
COc1ccc(NC2=NCCC2)cc1 | 4
NC(=O)CC[C@@H]1NC(=O)[C@@H]2CCCN2C(=O)c2cc([N+](=O)[O-])cc(I)c2NCCCC[C@@H](C(=O)NC(CC(=O)O)C(N)=O)NC1=O (some centres not stated) | 0
CCc1nnc(NS(=O)(=O)c2ccc(NCc3cc(Br)ccc3O)cc2)s1 | -1
CC(C)C(=O)Nc1cccc(-c2cn3ccsc3n2)c1 | 4
CCOC(=O)N1CCN(CC(O)COC(CC)c2ccccc2)CC1 (configuration not stated) | 1
COC(=O)c1[nH]c2ccc(F)cc2c1NC(=O)CCN1CCN(Cc2ccc3c(c2)OCO3)CC1 | -19
O=C(O)C1CC=C(Cl)CC1C(=O)NC1CCCCC1 (configuration not stated) | 3
COc1cc(/C=C2\OC(=O)c3c(OC)cccc32)ccc1O | 2
CCOc1ccc(NC(=O)CN(C)CC(=O)Nc2ccccc2C#N)cc1OCC | 0
Cc1ccc(OCc2ccc(C(=O)N3CCOCC3)cc2)cc1C | -12
CCn1cc(C(=O)O)c(=O)c2cc(S(=O)(=O)N(C)C)ccc21 | -8
Cc1cccc(Sc2c(C=O)c3ccccc3n2C)c1 | 9

Seven of the entries above in order of the miR122 inh value, largest number first:
smiles	miR122 inh
Cc1cccc(Sc2c(C=O)c3ccccc3n2C)c1	9
CC(C)C(=O)Nc1cccc(-c2cn3ccsc3n2)c1	4
O=C(O)C1CC=C(Cl)CC1C(=O)NC1CCCCC1 (configuration not stated)	3
COc1cc(/C=C2\OC(=O)c3c(OC)cccc32)ccc1O	2
CCOC(=O)N1CCN(CC(O)COC(CC)c2ccccc2)CC1 (configuration not stated)	1
CCOc1ccc(NC(=O)CN(C)CC(=O)Nc2ccccc2C#N)cc1OCC	0
Cc1ccc(CC2CC(=O)N(c3nc4ccccc4n3C)C2=O)cc1 (configuration not stated)	-4

The listing continues.
molecule | miR122 inh
O=C1CCCCCN1Sc1ccccc1 | -2
C#CCOCCOCCOCCNc1nc(N2CCN(C(=O)[C@H]([C@@H](C)CC)n3cc([C@@H](N)CO)nn3)CC2)nc(N2CCN(C(=O)[C@H]([C@@H](C)CC)n3cc([C@@H](N)Cc4ccc(O)cc4)nn3)CC2)n1 | 1
Cc1ccccc1N1C(=O)c2ccccc2N2C(=O)c3ccccc3C12 (configuration not stated) | 1
CCCc1[nH]nc2c1C(c1ccc(OC)c(Cn3nnc4ccccc43)c1)C(C#N)=C(N)O2 (configuration not stated) | 7
CCc1nc(NCC2CCCO2)c(C#N)c2c1COC(C)(C)C2 (configuration not stated) | 6
CN1C(=O)C(CC(=O)Nc2ccc3c(c2)Cc2ccccc2-3)N(C)C1=O (configuration not stated) | 9
O=C(c1ccccc1)c1nc[nH]c1C(=O)Nc1ccccc1 | -1
COC(=O)C(O)(CC(=O)Nc1ccc(OC(F)(F)F)cc1)C(F)(F)F (configuration not stated) | -3
O=C(c1ccc2c3c(cccc13)C(=O)N(O)C2=O)N1CCCCC1 | 0
COc1ccc2c(c1OC)C(=O)N1c3ccccc3C(=O)N(c3ccc(F)cc3)C21 (configuration not stated) | 12
Cc1ccc(-c2ccc(=O)n(CC(=O)NCc3ccco3)n2)cc1 | -7
CCc1ccccc1NC(=O)CSc1nnc(Cn2cnc3ccccc32)o1 | 2
O=C(NCc1ccccc1)N(Cc1nc2ccccc2c(=O)[nH]1)C1CCCC1 | -8
Cc1c(C(=O)NC(=S)Nc2ccc(NC(=O)c3cccs3)cc2)cccc1[N+](=O)[O-] | -2
CC1CC(c2ccccc2)n2nc(NC(=O)CCc3ccccc3)nc2N1 (configuration not stated) | -3
CCOC(=O)CSc1nc2ccccc2n1CC(=O)N1CCN(c2ccccc2)CC1 | 10
CC1=NNC(=O)C1C(c1ccccc1)C(C#N)C#N (configuration not stated) | 5
Cc1ccc(C(=O)NNC(=O)OC(C)(C)C)c(Cl)c1 | -2
Cc1cc(C)nc(-n2nc(C)cc2Nc2ccccc2)n1 | -1
O=C(O)CCCC(=O)Nc1nc2n(n1)C(c1ccc(F)cc1)CC(c1ccc(Cl)cc1)N2 (configuration not stated) | 3
Cc1ccc2[nH]c3c(c2c1)CN(C(=O)CN1CCN(Cc2ccc4c(c2)OCO4)CC1)CC3 | 2
Cc1[nH]n(C(N)=S)c(=O)c1C(c1ccccc1)C(C#N)C#N (configuration not stated) | 2
COc1ccccc1N1CCN(C(=O)C(Sc2ccccc2)c2ccccc2)CC1 (configuration not stated) | 6
Nc1nc(-c2ccc3c(c2)CCCC3)cs1 | -7
COc1ccc(C(=O)NCC(=O)OCC(=O)NC(=O)NC2CCCCC2)cc1OC | -5
O=C(NCCc1ccccc1)C1CCCN1C(=O)NCc1ccccc1 (configuration not stated) | 0
C=CCn1c(COc2ccccc2)nnc1SCC(=O)N/N=C/c1cc(Cl)ccc1O | -2
O=C(NCc1cccnc1)c1ccc(CN2CCc3ccccc3C2)cc1 | -5
Cc1cc2n(n1)C(c1ccccc1)CC(c1ccc(Br)cc1)=N2 (configuration not stated) | -4
CCn1c(SC)nnc1-c1sc2cc(Cl)ccc2c1Cl | 7
Cc1cc(/C=N/NC(=O)c2cccc([N+](=O)[O-])c2)c(C)n1-c1ccc(Cl)cc1Cl | -2
Cc1nc2ccc(S(=O)(=O)NCC(=O)NCc3ccc4c(c3)OCO4)cc2s1 | -1
CCc1cccc2c(C(=O)Cn3nnc(-c4ccc(OC)c(OC)c4)n3)c[nH]c12 | 4
CC(C)(C)n1nnnc1C(c1cccnc1)N1CCN(c2ccccc2F)CC1 (configuration not stated) | 1
CCOC(=O)CNS(=O)(=O)c1cc(-c2nn(C)c(=O)c3ccccc23)ccc1C | 18
CCC(C)(C)n1nnnc1C(c1ccc(O)c(OC)c1)N1CCN(c2nc3ccccc3s2)CC1 (configuration not stated) | -8
COCc1ccc2oc(C(=O)O)cc2c1 | -2
Cc1onc(-c2ccccc2Cl)c1C(=O)Nc1ccccc1C(=O)NC(C)C | -2
CC1C(=O)CCN(C(C)C)C1C (configuration not stated) | -2
Cc1ccc(CNC(=O)c2ccc(NS(=O)(=O)c3c(C)noc3C)cc2)cc1 | -7
CC(C)(NC(=O)N1CCCC1)c1cccc(C(C)(C)NC(=O)N2CCCC2)c1 | 1
C=CCN1C(=NC(=O)CCC(=O)O)SC2CS(=O)(=O)CC21 (configuration not stated) | -3
O=c1c2c3nc4ccccc4nc3n(/N=C/c3ccco3)c2ncn1CCC1=CCCCC1 | -4
CCOC(=O)N1CCN(C(=O)CSCc2ccccc2C)CC1 | -2
CCCCC1(C)OC(=O)C(=Cc2ccc(N(CC)CC)cc2)C(=O)O1 (configuration not stated) | 0
Cc1cc(C)n(-c2cc(N3CCN(C(=O)c4cccc(Br)c4)CC3)ccc2[N+](=O)[O-])n1 | -16
Nc1nc(CSc2ncccn2)nc(Nc2ccccc2)n1 | 8
C=CCn1c(SCC(=O)c2ccccc2)nnc1-c1ccc2c(c1)OCO2 | 6
CC(C)c1cc(C(F)(F)F)n2nc(C(=O)O)cc2n1 | -2
COc1ccc(C2Nc3ccccc3C(=O)N2Cc2ccco2)cc1COc1ccccc1F (configuration not stated) | 6
CCOC(=O)c1c(NC(C)=O)sc2c1C1CCN2CC1 | 1
COc1cccc(C(O)CC(N)=O)c1 (configuration not stated) | 3
COC(=O)c1ccc(C)c(NC(=O)c2c(-c3ccccc3)noc2C)c1 | -3
COc1cc(SC#N)ccc1N=Cc1c(C)[nH]n(-c2ccc(C)cc2C)c1=O | 0
Cc1cccc(NC(=O)c2ccc3ccccc3n2)c1C | 12
N#CCC(=O)N1CCn2c1nc1ccccc12 | -8
O=C(COC(=O)c1ccco1)Nc1ccccc1 | 4
CCOC(=O)N1CCN(C(=O)C(C)n2nc(C)n3c(cc4sccc43)c2=O)CC1 (configuration not stated) | 1
O=C(COC(=O)C1CC2C=CC1C2)NCc1ccco1 (configuration not stated) | 2
O=C(CSc1nnc(-c2ccccc2)n1Cc1ccccc1)NC1CC1 | -5

Arranged by heavy-atom count (rising): some entries from above.
molecule | miR122 inh
CCc1nnc(NS(=O)(=O)c2ccc(NCc3cc(Br)ccc3O)cc2)s1 | -1
Cc1onc(-c2ccccc2Cl)c1C(=O)Nc1ccccc1C(=O)NC(C)C | -2
CCOc1ccc(NC(=O)CN(C)CC(=O)Nc2ccccc2C#N)cc1OCC | 0
O=C(O)CCCC(=O)Nc1nc2n(n1)C(c1ccc(F)cc1)CC(c1ccc(Cl)cc1)N2 (configuration not stated) | 3
Cc1ccc2[nH]c3c(c2c1)CN(C(=O)CN1CCN(Cc2ccc4c(c2)OCO4)CC1)CC3 | 2

(cont.)
molecule | miR122 inh
O=[N+]([O-])c1ccc(-c2nc3ccc([N+](=O)[O-])cc3[nH]2)cc1 | -5
CCc1ccc(NC(=O)Cn2c(=O)n(CCCC(=O)NCc3ccco3)c(=O)c3ccccc32)cc1 | -4
Cc1ccc(NC(=O)/C(=C\C=C\c2ccccc2)NC(=O)c2ccccc2)cc1 | 43
CCOC(=O)COc1c(OC)cc(Cl)cc1C1Nc2ccccc2C(=O)N1c1cccc(C)c1 (configuration not stated) | -11
CC(C(=O)O)N1C(=O)CSC1=S (configuration not stated) | 6
O=C(NCc1ccc2c(c1)OCO2)c1ccc2snnc2c1 | 1
Cc1cc(NC(=O)c2cccc3ccccc23)cc(C)c1OCC(=O)N1CCOCC1 | -3
Cc1cc(C)cc(N2C(=O)C3C4C=CC(C4)C3C2=O)c1 (configuration not stated) | -9
O=C(c1ccccc1F)N(Cc1ccc2c(c1)OCO2)Cc1cc2cc3c(cc2n2nnnc12)OCO3 | -1
Oc1ccc(Cl)cc1-c1cc(-c2ccco2)[nH]n1 | 9
CCOc1cc(/C=N/NC(=O)Cn2nc([N+](=O)[O-])cc2C)ccc1OCc1ccc(F)cc1 | -2
Cc1nccn1CCCN1C(=O)OC2(CCCCC2)C1(C)O (configuration not stated) | 4
O=C(c1cnn2c1NC(c1ccco1)CC2C(F)(F)F)N1CCN(c2cccc(Cl)c2)CC1 (configuration not stated) | 8
Cc1ccc(OCC(=O)NC2CCCC2)c(C)c1 | -6
O=C(NCN1C(=O)C2C3C=CC(C3)C2C1=O)Nc1nccs1 (configuration not stated) | 5
COc1ccc(NC(=O)c2cnc(C)cn2)cc1-n1cnnn1 | 3
COC(=O)C(C)NC(=O)C1CCCN1S(=O)(=O)c1cc(C)c(Cl)cc1C (configuration not stated) | 1
CN(C)c1nc(-c2ccccc2)cc(C(F)(F)F)c1C#N | 5
O=C(Nc1ccccc1Cl)c1cccc(NC(=O)C2C3CC4OC(=O)C2C4C3)c1 (configuration not stated) | 5
C=CCn1c(-c2csc(-c3ccc(Cl)cc3)n2)n[nH]c1=S | -3
CCOC(=O)CN(C(=O)CSc1nnc(Cc2ccccc2)n1-c1ccc(C)cc1)c1ccccc1 | -8
